ERK EGF block: qHTS Assay for Inhibitors of the ERK Signaling Pathway using a Homogeneous Screening Assay; Stimulation with EGF; HEK293-V1b, EGF-stimulated phospho-ERK AlphaScreen; 0.41% of 130,000 active; Potency, µM (doses to about 11.5 µM), for the others: at the highest dose activity change, negative = inhibition, usual class: inhibitors; active means well fitted inhibition curve with a large enough effect; inconclusive means small, poorly fitted or top-dose-only effect, or effect the other way;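 further: plate controls were stimulated vehicle wells for no effect and unstimulated vehicle basal for full effect; nearly all actives have a fitted effect of over 55% in size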
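EGF-stimulated (25 nM, 5 min) phospho-ERK in HEK293 cells stably expressing V1b, cells pretreated 30 min with compound at 37C. Homogeneous AlphaScreen read on lysates.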
The depositor's hits bear a star; ? = inconclusive; [ ] = another dose, or the depositor's remark. Potency means the concentration at half of the fitted maximal effect. The list is partial. The share of hits here may be higher or lower than overall.

SMILES | ERK EGF block
O=C(c1ccc(C(F)(F)F)cc1)C1CCCN(C(=O)CN2C(=O)CSC2=O)C1 (stereo not drawn) | 10%
CC(=O)N1CCc2ccc(NC(=O)c3c(-c4c(Cl)cccc4Cl)noc3C)cc21 | -1%[57.5 µM]
O=C(CO/N=C/c1ccc(OC(F)F)cc1)N1CCc2ccccc21 | -3%
CSc1ccc2c(c1)C(N1CCN(C)CC1)Cc1ccccc1S2 (stereo not drawn) | ?
O=C(CN1CCN(c2ccccc2F)CC1)N1N=CCC1c1ccccc1 (stereo not drawn) | 1%
O=C(CN1C(=O)NC2(CCCCCC2)C1=O)NC1CCCCCCC1 | 5%
CCOC(=O)Cn1c(-c2ccccc2)ccc(C#N)c1=O | -7%
CSCCC(NS(=O)(=O)c1ccccc1F)C(=O)OCc1ccccc1Cl (stereo not drawn) | -6%
CCN(CC)CCNC1=CC(=O)OC12CCCCC2 | 3%
COc1cc(/C=N/Nc2cccc(C)c2)cc(Br)c1O | -2%
CCOc1ccc2nc(SCC(=O)N3c4ccccc4Sc4ccccc43)sc2c1 | 4%
O=C1NCC(COc2ccc(Cl)cc2)O1 (stereo not drawn) | -4%
COc1ccc(CCNC(=O)CCN2C(=O)c3ccccc3C2=O)cc1OC | -8%
O=[N+]([O-])c1c(NCCO)cc(N2CCC3(CC2)OCCO3)c2nonc12 | 1%
CC(C)(C)C1=NN(c2ccc([N+](=O)[O-])cc2)C(c2ccccc2)C1 (stereo not drawn) | -2%
CC1Cc2ccccc2N1CC(=O)NCc1ccc2c(c1)OCO2 (stereo not drawn) | 3%
CCS(=O)(=O)c1cc([N+](=O)[O-])c(Sc2ccccc2NC(C)=O)s1 | 2%[57.5 µM]
O=C(Cc1coc2ccc3ccccc3c12)NC1CCCc2ccccc21 (stereo not drawn) | -4%
Cc1ccc(C2(C)NC(=O)N(CC(=O)Nc3c(C)n(C)n(-c4ccccc4)c3=O)C2=O)cc1 (stereo not drawn) | 2%
O=C(O)c1ccccc1-n1c(-c2ccccc2)cc2c1CCCC2=O | 0%

The closing seven records of the part above are carried over, then new ones follow:
SMILES | ERK EGF block
O=[N+]([O-])c1c(NCCO)cc(N2CCC3(CC2)OCCO3)c2nonc12 | 1%
CC(C)(C)C1=NN(c2ccc([N+](=O)[O-])cc2)C(c2ccccc2)C1 (stereo not drawn) | -2%
CC1Cc2ccccc2N1CC(=O)NCc1ccc2c(c1)OCO2 (stereo not drawn) | 3%
CCS(=O)(=O)c1cc([N+](=O)[O-])c(Sc2ccccc2NC(C)=O)s1 | 2%[57.5 µM]
O=C(Cc1coc2ccc3ccccc3c12)NC1CCCc2ccccc21 (stereo not drawn) | -4%
Cc1ccc(C2(C)NC(=O)N(CC(=O)Nc3c(C)n(C)n(-c4ccccc4)c3=O)C2=O)cc1 (stereo not drawn) | 2%
O=C(O)c1ccccc1-n1c(-c2ccccc2)cc2c1CCCC2=O | 0%
CC(NCC1(N2CCOCC2)CCCCC1)C(=O)Nc1ccc(Cl)cc1Cl (stereo not drawn) | -3%
CCOc1ccc(NC(=S)N2c3ccccc3CC2C)cc1 (stereo not drawn) | 9%
CSc1cccc(NC(=O)CCc2ccccc2)c1 | -6%
COC(=O)c1ccc(C(NC(=O)OCc2ccccc2)/C(=C/[C@@H](C)C(=O)NCc2ccc(-c3ccccc3)cc2)c2cccnc2)cc1 (stereo partly drawn) | ?
COCc1c(C(=O)N/N=C/C2CC=CCC2)nnn1-c1nonc1N (stereo not drawn) | 2%
COc1ccc(C)cc1NC(=O)C1CCN(S(=O)(=O)c2cccc3cccnc23)CC1 | 4%
COc1ccc(OC)c(-n2c(-c3cccc(C)c3)n[nH]c2=S)c1 | -5%
CC(C)CCn1c(=O)c2ccccc2n2c(CCl)nnc12 | 1%
CN(C)c1nc(N)c([N+](=O)[O-])c(NCc2ccccc2)n1 | 0%
CC1(C)O[C@@H]2[C@@H](O1)C(c1ccccc1)(c1ccccc1)OP(=O)(O)OC2(c1ccccc1)c1ccccc1 | -10%
CCNC(=S)Nc1cccc(S(=O)(=O)NC2=NCCC2)c1 | 4%
CCc1ccc(/C=C2/C(=O)N(CC)C(=S)N2C)s1 | -13%
O=C(Cn1c2c(c(=O)n3ncnc13)CCC2)N/N=C/c1cccs1 | 12%[57.5 µM]
COC(=O)c1ccc(CSc2nc3c(cnn3-c3ccccc3)c(=O)[nH]2)o1 | 3%
C/C(=N\NC(=O)c1ccccc1)c1ccccc1F | -4%
CCN(c1ccccc1)S(=O)(=O)c1ccc(Cl)nc1 | -4%
CN(C)CCNC(=O)COc1ccc(C23CC4CC(CC(C4)C2)C3)cc1 | 1%
C=CCOc1c(Br)cc(/C=N\n2nnnc2N)cc1OC | -5%
O=C(CSc1nnc(COc2ccccc2)o1)Nc1nccs1 | -7%
COc1cccc(CN2CCNC(=O)C2CC(=O)N(C)CCc2ccccn2)c1 (stereo not drawn) | 8%[57.5 µM]
Cc1cc(C)n2c(SCCO)nnc2n1 | -20%[57.5 µM]
COc1cc(C)c(S(=O)(=O)N2CCOCC2)cc1C | 6%
O=C(N/N=C/c1nn(-c2ccccc2)cc1-c1ccc(Cl)cc1)c1ccncc1 | 3%
CCOc1ccc(-c2nnc3ccc(SCC(=O)Nc4nc5ccc(C)cc5s4)nn23)cc1 | 10%
CCCN(CCC)S(=O)(=O)c1ccc(C(=O)NCc2n[nH]c(=S)n2-c2ccc(Cl)c(Cl)c2)cc1 | -2%
C[C@@H]1CN(c2nc3nonc3nc2N2CCSCC2)C[C@H](C)O1 | -20%
O=C(CSCc1c(Cl)cccc1Cl)Nc1cccnc1 | 3%
O=C(Nc1cnn(Cc2ccc(F)cc2)c1)c1noc2c1CCCC2 | 3%
S=C1NCN(Cc2cccnc2)CN1c1cccc2ccccc12 | -8%[57.5 µM]
CCN(CC)S(=O)(=O)c1cccc(NC(=O)COC(=O)C2COc3ccccc3O2)c1 (stereo not drawn) | 0%
CCn1cc(/C=C/C(=O)Nc2c(C)nn(Cc3ccccc3C)c2C)cn1 | 2%
Cc1ccc(C)c(N2CCN(C(=O)c3cccn4c(=O)c5sccc5nc34)CC2)c1 | -1%
CCc1sc(NC(=O)CCC(=O)O)nc1-c1cc2ccccc2oc1=O | -6%
Cc1ccc(C(=O)N(CC(=O)NC2CCCC2)c2ccc3c(c2)OCCO3)s1 | 1%
Cc1ccccc1NC(=O)CNC(=O)c1ccc(C(F)(F)F)cc1 | -6%
O=C1N(c2ccc3c(c2)OCCO3)C(c2ccccc2)C1(F)F (stereo not drawn) | 1%
CCCCCCCNc1nc(Cl)nc(NCCO)n1 | -6%
CCn1nnc(NC(=O)C(C)(c2ccccc2)c2ccccc2)n1 | 3%
CCOC(=O)C1=c2/c(=C/c3ccncc3)c(N)c(C(=O)OC)n2C(=O)C(c2ccncc2)S1 (stereo not drawn) | ?
O=C(Nc1ccc(Cl)cn1)c1ccc(COc2ccccc2Br)o1 | 1%
O=C(Cn1nc2sc3ccccc3n2c(=O)c1=O)c1ccc(Cl)cc1 | 8%[57.5 µM]
COc1cc(/C=N/NC(=O)CCc2n[nH]c(=O)[nH]c2=O)cc(OC)c1OC | 6%
CSc1nc2cc(C)nn2c(-c2ccc(C(C)(C)C)cc2)c1C#N | -6%[57.5 µM]
Cc1ccccc1CSCCNC(=O)c1ccc(Cl)c(S(=O)(=O)N2CCOCC2)c1 | -4%
CCC(C)Oc1nc2c(c(=O)n(C)c(=O)n2C)n1C (stereo not drawn) | 11%[57.5 µM]
O=C(CSc1nc(-c2ccco2)cc(C(F)(F)F)n1)NCCCN1CCOCC1 | 3%
O=C(c1cnn(C(=O)c2cccc(S(=O)(=O)N3CCOCC3)c2)c1)c1cc(Cl)cc(Cl)c1O | -3%[57.5 µM]
O=S(=O)(c1ccc2c(c1)OCCO2)N1CCN(c2ncnc3sccc23)CC1 | 0%
CCC1C(=O)CC(c2ccco2)NC1c1ccco1 (stereo not drawn) | 2%
CN(C)/C=C/C(=O)c1cnc2sccn2c1=O | 3%
Cc1cccc(NC(=O)N(Cc2cc3cc(C)ccc3[nH]c2=O)CC2COCCO2)c1 (stereo not drawn) | 9%
COc1cc(CC(=O)Nc2ccc3nc(SC)sc3c2)cc(OC)c1OC | 5%[57.5 µM]
CC1CCN(S(=O)(=O)c2ccc(C(=O)Nc3ccccc3-c3nc4ccccc4[nH]3)cc2)CC1 | -5%
CC(=O)OC1CC(O)C(C)(C)C2CC(OC(C)=O)[C@]3(C)C(CC[C@@]4(C)C(c5ccoc5)OC(=O)C5OC534)[C@]12C (stereo partly drawn) | ?
Cn1c(N)c(C(=O)COC(=O)CCc2nc3ccccc3s2)c(=O)n(C)c1=O | -3%
CC1=CN2C(=N)/C(=C/c3ccco3)C(=O)N=C2S1 | 8%
Cc1ccccc1OCc1nc2ccccc2c(=O)n1/N=C/c1cn[nH]c1-c1ccc(Br)cc1 | -6%
Cc1cc(C(=O)N/N=C/C=C/c2cccc([N+](=O)[O-])c2)n[nH]1 | -7%
S=C(NC1CCCCC1)N1CCOCCOCCN(C(=S)NC2CCCCC2)CCOCCOCC1 | -6%[57.5 µM]
Cc1ccc(S(=O)(=O)CCC(=O)O)cc1C | 0%

In another format: results already given.
smiles	ERK EGF block
Cn1c(N)c(C(=O)COC(=O)CCc2nc3ccccc3s2)c(=O)n(C)c1=O	-3%
Cc1ccccc1CSCCNC(=O)c1ccc(Cl)c(S(=O)(=O)N2CCOCC2)c1	-4%
CN(C)/C=C/C(=O)c1cnc2sccn2c1=O	3%
COc1cc(/C=N/NC(=O)CCc2n[nH]c(=O)[nH]c2=O)cc(OC)c1OC	6%
O=C(CSc1nc(-c2ccco2)cc(C(F)(F)F)n1)NCCCN1CCOCC1	3%

The list goes on.
SMILES | ERK EGF block
O=C(N/N=C/c1ccc(OC(F)F)cc1OC(F)F)c1cccc(S(=O)(=O)N2CCOCC2)c1 | 5%
COc1cccc(N2CCN(CC(=O)NC(=O)NCc3ccco3)CC2)c1 | -1%
CCOC(=O)N1CCN(C(=O)CSc2nnc(-c3cc(OC)ccc3OC)o2)CC1 | -8%
COC(=O)N/N=C/c1cn(Cc2ccc(Cl)cc2Cl)c2ccccc12 | 3%
CC(C)CNC(=O)COC(=O)c1ccccc1OCC(=O)Nc1ccc(Br)cc1 | -7%
O=C(c1ccc(Br)o1)N(Cc1ccccc1)Cc1ccccc1 | -4%
Cc1ccc(OC(C)C(=O)O)cc1C (stereo not drawn) | -2%
COc1cccc(C(=O)Nc2cc(S(=O)(=O)N3CCCCC3)ccc2OC)c1 | -18%
COC(=O)Cn1c2ccc(OC)cc2c2nc(C)sc21 | 1%[57.5 µM]
CCSc1nnc(NS(=O)(=O)c2ccc(C)cc2)s1 | 5%
CCN[C@@H]1C[C@H](N)[C@H](O[C@H]2OC(CN)=CC[C@H]2N)[C@@H](O)[C@H]1O[C@H]1OC[C@@](C)(O)[C@@H](NC)[C@@H]1O | 1%[25.7 µM]
COCC(=O)NCc1ccc2c(c1)cc(C)n2C | -1%
Cc1nc2ccccc2c2oc(C(=O)Nc3ccc(C(C)C)cc3)cc12 | -1%
O=C(CCCc1cccs1)Nc1nc(-c2ccc(F)cc2)cs1 | -3%
O=c1[nH]nc(N/N=C/c2ccc(Cl)cc2Cl)c(=O)[nH]1 | 14%[57.5 µM]
CC1(C)CC(=O)C(C(C2=C(O)CC(C)(C)CC2=O)c2ccc(O)c([N+](=O)[O-])c2)=C(O)C1 | 11%
CC(=O)c1ccc(N2C(=O)[C@@H]3C(C(=O)CCN4C(=O)c5ccccc5C4=O)=NN[C@@H]3C2=O)cc1 | 21%
COc1ccc(-c2nnc(SCc3cccnc3)o2)cc1 | 9%
Cc1cc(C)c(C(N)=O)c(Nc2cccc(Cl)c2)n1 | 8%
Cc1ccc(C)n1-c1ccc(C(=O)N2CCC(C(N)=O)CC2)cc1 | -5%
CC(C)(C)OC(=O)NCCC(=O)Oc1ccc2ccc(=O)oc2c1 | -21%[57.5 µM]
CCN(CC)C(=O)Oc1nnc(SC(C)C)n1-c1ccc(Cl)c(Cl)c1 | -6%[57.5 µM]
Cc1ccc[n+](-c2nc([O-])sc2C=O)c1 | 5%
O=C(CCN1C(=O)/C(=C/c2ccccc2Cl)SC1=S)NC1=NCCS1 | -3%
Clc1ccc2c(N/N=C/c3cccc(Br)c3)ccnc2c1 | 3%
O=c1c2ccccc2c(-c2ccc(O)cc2)nn1-c1cccc(C(F)(F)F)c1 | ?
C/C(=N\NC(=O)C(N)=O)c1cccc([N+](=O)[O-])c1 | -4%
COc1ccccc1NC(=O)Cn1nc(-c2ccc3c(c2)OCCO3)ccc1=O | -4%
N=c1c2c(ncn1Cc1ccco1)Oc1c(ccc3ccccc13)C2c1ccccc1 (stereo not drawn) | -2%
Cc1ccc(F)c(NC(=O)/C(C#N)=C(\O)c2ccc(C(C)(C)C)cc2)c1 | -3%
Cc1nc(NCCc2ccc(F)cc2)c(C#N)c(C)c1[N+](=O)[O-] | -7%
